High-throughput results deposited in PubChem by The Scripps Research Institute Molecular Screening Center.
M1 PAM parental: nonselective calcium activators in parental CHO-K1 cells, primary screen, counter-screen for M1 PAM project, cell-based, Fluo-8 calcium fluorescence, full deck, 1536-well; 0.02% of 360,000 active; activation, % at 3 µM; ATP EC20; 0% at ATP EC20, 100% at ATP max;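 active = activation above the run cutoff, the mean activation of all test compounds plus 3 SD, cut at about 40% in these data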;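 note: peak over basal fluorescence ratio in a 140 s read after ATP addition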
CHO-K1 Ca antag: counter-screen for M1 antagonists: effect in parental CHO-K1 cells; ATP-induced calcium, Fluo-8 fluorescence; inhibition, % at 3 µM; 0.6% of 360,000 active; AID 602250;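 active = inhibition above a per-plate cutoff, the plate's mean sample inhibition plus 3 SD, cut at about 24% in these data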;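 note: 0% = DMSO plus EC80 ATP and 100% = DMSO alone without ATP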
M1 ag: human M1 muscarinic receptor agonists, primary screen, Fluo-8 calcium fluorescence, CHO-K1 cells, HTS; Muscarinic acetylcholine receptor M1 (Homo sapiens), P11229; CHO-K1 hM1, agonist mode; 0% DMSO, 100% acetylcholine EC100; activation, % at 3 µM; 0.33% of 360,000 active; AID 588814, 2011;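 active = activation above the run's mean compound activation plus 3 SD, cut at about 16% in these data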;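 note: peak over basal fluorescence ratio within a 140 s kinetic read after compound addition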
Target sequence (P11229 whole entry, looked up): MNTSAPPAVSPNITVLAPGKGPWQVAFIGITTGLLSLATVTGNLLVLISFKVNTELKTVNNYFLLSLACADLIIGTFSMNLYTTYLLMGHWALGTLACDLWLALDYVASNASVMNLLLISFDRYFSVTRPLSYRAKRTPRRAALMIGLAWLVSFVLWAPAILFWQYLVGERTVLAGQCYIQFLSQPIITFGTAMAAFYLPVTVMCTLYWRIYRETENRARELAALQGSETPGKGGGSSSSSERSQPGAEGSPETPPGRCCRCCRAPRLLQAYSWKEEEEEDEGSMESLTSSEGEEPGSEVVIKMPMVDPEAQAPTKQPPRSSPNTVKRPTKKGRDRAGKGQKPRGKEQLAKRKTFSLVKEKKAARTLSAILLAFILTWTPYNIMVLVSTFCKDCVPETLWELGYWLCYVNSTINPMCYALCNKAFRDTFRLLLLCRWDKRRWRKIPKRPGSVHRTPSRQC
CHO-K1 Ca ag: counter-screen for M1 agonists: effect in parental CHO-K1 cells; Fluo-8 calcium fluorescence; scaled to maximal ATP response, vehicle zero; activation, % at 3 µM; 0.48% of 360,000 active; in the data active = activation above about 15%;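 note: untransfected CHO-K1 host cells lacking M1 receptor as counterscreen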
TAAR1 ag: human TAAR1 agonists, primary screen, Fluo-8 calcium fluorescence, CHO RD-HGA16 cells; Trace amine-associated receptor 1 (Homo sapiens), Q96RJ0; vehicle wells 0%, saturating PEA agonist 100%; activation, % at 3 µM; 0.99% of 360,000 active;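 active = activation above the mean activation of all test compounds in the run plus 3 SD, cut at about 38% in these data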
Target sequence (Q96RJ0 whole entry, looked up): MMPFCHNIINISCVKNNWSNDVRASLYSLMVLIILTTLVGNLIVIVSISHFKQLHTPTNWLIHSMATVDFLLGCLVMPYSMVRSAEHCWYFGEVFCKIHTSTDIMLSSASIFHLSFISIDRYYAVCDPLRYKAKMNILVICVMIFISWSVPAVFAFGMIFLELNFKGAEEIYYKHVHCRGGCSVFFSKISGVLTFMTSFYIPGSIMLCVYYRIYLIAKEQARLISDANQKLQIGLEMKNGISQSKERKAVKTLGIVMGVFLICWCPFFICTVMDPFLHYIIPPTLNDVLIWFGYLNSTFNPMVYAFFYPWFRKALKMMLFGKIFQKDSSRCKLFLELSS
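Signal – calcium-sensitive Fluo-8 signal, excitation 470-495, emission 515-575 nm · System – RD-HGA16 (CHO) cells co-expressing Gα16 and hTAAR1 · Incubation – 17-24 h seeding, 75 min 37 °C dye, 30 min RT · Compound dosing – 3 µM single concentration · Repeats – no replicates (n 1)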
TAAR1 antagonist: human TAAR1 antagonists, primary screen, Fluo-8 calcium fluorescence, CHO RD-HGA16 cells; antagonist; inhibition, % at 3 µM; 1.5% of 360,000 active; AID 624466, 2012;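 active = inhibition above a per-plate cutoff, the mean inhibition of test compounds on that plate plus 3 SD, cut at about 49% in these data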;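 note: 0% = DMSO plus EC80 beta-PEA response and 100% = DMSO alone without agonist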
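Assay system: RD-HGA16 CHO cells with stable hTAAR1 and Gα16 / Reagent: EC80 β-phenethylamine stimulus / Doses: 3 µM, single point / Timing: dye loading 75 min at 37 °C, then 30 min room temperature / Measured by: Fluo-8 intracellular calcium dye fluorescence, real-time kinetic reads / Controls: vehicle wells and EC80 agonist wells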
OXTR potentiate: human OXTR potentiators, primary screen, fluorescence, CHO-OTR cells, Fluo-8 calcium. Oxytocin receptor (Homo sapiens), P30559. Fluo-8 calcium fluorescence, potentiator mode; 0% = oxytocin EC15, 100% = EC100. activation, % at 3 µM. 0.061% of 320,000 active;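 active = activation above that plate's cutoff, the mean activation of tested compounds plus 3 SD, cut at about 6.6% in these data, passing the limit was not always enough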;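 note: 100% uses oxytocin at 75 nM as the full agonist control; some results filed as inactive read as strong as hits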
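Material: CHO-OTR cells, human receptor; compound dosing: single dose, 3.0 µM nominal final compound concentration; schedule: 6 min compound pre-incubation at room temperature, 100 s kinetic read; measured by: kinetic Fluo-8 calcium fluorescence; read-out basis: % activation vs EC15 and EC100 oxytocin; controls: EC15 oxytocin alone as 0%, 75 nM oxytocin as 100%; replicates: singlicate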
M1 antag: human M1 muscarinic receptor antagonists, primary screen, CHO-K1 cells, Fluo-8 calcium fluorescence, 1536-well. Muscarinic acetylcholine receptor M1 (Homo sapiens), P11229. CHO-K1 hM1, ACh EC80 antagonist. inhibition, % at 3 µM. 1.3% of 360,000 active. AID 588852, 2011;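 active = percent inhibition above its own plate's cutoff, namely the mean of that plate's compound wells plus 3 SD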;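 note: peak over basal fluorescence ratio during 140 s after agonist addition; 0% = ACh EC80 plus DMSO and 100% = DMSO alone without agonist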
CHO parental Ca: ATP-evoked calcium signal inhibitors, parental CHO, primary screen, counter-screen for OX1R antagonist project, cell-based, fluorescence, Fluo-8 calcium dye; parental CHO-K1, ATP-induced calcium, Fluo-8 fluorescence; inhibition, % at 5.6 µM; 0.63% of 330,000 active; AID 463079, 2010;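 active = inhibition above that plate's mean sample inhibition plus 3 SD, cut at about 26% in these data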;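 note: 0% = ATP-challenged DMSO wells and 100% = DMSO wells without ATP; some compounds past the cut are filed as inactive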
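Test system: untransfected parental CHO cell line. Compound: one dose, 5.6 µM nominal. Detection: intracellular calcium via Fluo-8 no-wash fluorescent dye. Measure: % inhibition. Benchmarks: ATP-challenged DMSO wells low, unchallenged DMSO wells high.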
* = called active by the depositor; x = not tested or not shown; & = joins results of further samples. Compounds were not picked by outcome. About 4.2% of those tested had a hit in this group.

compound	TAAR1 antagonist	CHO parental Ca	OXTR potentiate	CHO-K1 Ca antag	M1 PAM parental	M1 antag	CHO-K1 Ca ag	TAAR1 ag	M1 ag
C=CC[C@H](CC(=O)N(CCO)Cc1ccccc1)C(=O)N[C@H](COC(=O)[C@@H](CC=C)CC(=O)OC(C)(C)C)Cc1ccccc1	51.8*	-16.7	-7.7	4.1	-16.2	0.9	-0.7	10.8	-2.5
Cc1ccc([C@@H]2CC=C(C(=O)O)[C@H](c3ccccc3F)N2S(=O)(=O)c2ccccc2C)cc1	1.8	-10.2	-4.7	-9.3	9.7	-13.9	0.3	0.0	-7.2
CCOc1ccccc1N(C)C(=O)Cn1ncc2c([nH]c3ccccc32)c1=O	46.9	-13.8	-7.1	-14.4	-14.6	2.3	8.2	27.4	2.4
COc1cc2c(cc1OC)CN(C(=S)Nc1ccc(C)cc1C)CC2	-9.6	-9.3	-9.2	0.0	13.1	-5.4	0.6	-0.4	-5.2
O=C(CN1C(=O)NC2(CCOc3ccccc32)C1=O)NCCc1ccccc1 (stereo not drawn)	-0.9	4.0	-1.7	0.1	0.8	-5.2	0.0	10.5	0.7
O=C(CCN1C(=O)/C(=C/c2ccccc2)SC1=S)N[C@@H](CO)Cc1ccccc1	25.0	-17.8	-15.0	9.9	-22.8	23.8	7.7	5.2	0.4
CCC(=O)n1nc(-c2ccc(Cl)cc2)nc1NCc1ccccc1	-27.1	5.8	-8.2	-6.6	6.4	-5.2	1.0	1.6	-1.9
Cc1ccc(NC(=O)CCC(=O)N/N=C/c2cccs2)cc1C	-18.2	-7.5	-5.7	4.4	-3.3	-2.9	0.1	19.3	-7.1
CN(c1ccc([N+](=O)[O-])cc1/C=N/NC(=O)COc1ccccc1)C1CCCCC1	10.6	-15.9	2.7	-11.1	18.8	7.0	0.6	2.4	-4.4
COc1cccc(NC(=O)COC(=O)C2CC(=O)N(c3ccc(C)cc3)C2)c1 (stereo not drawn)	-18.4	-18.5	7.9	-7.5	-1.7	-7.1	0.0	-0.3	-5.6
O=C(c1cc2ccccc2o1)N(C1CC1)C1(C(=O)Nc2ccccc2)CCCC1	-2.3	-20.6	-10.4	-11.9	12.4	3.9	-0.8	10.0	-4.8
Nc1ccc(N2CCCCC2)c(S(=O)(=O)Nc2ccccc2Cl)c1	-7.5	-14.7	-2.4	-7.2	2.9	-5.8	-0.1	-3.8	-3.5
Clc1cccc(Cc2c(-c3ccccc3)nc3ccc(Br)cn23)c1	-5.7	x	x	-10.3	13.4	-22.7	0.3	-0.5	-4.8
O=C(CCC(=O)N(CC(=O)NC1CCCCC1)CC1CCCO1)Nc1nccs1 (stereo not drawn)	14.9	-6.4	-7.6	8.4	-0.6	-9.4	-0.2	0.3	-7.6
COc1ccc(CNc2nnnn2C)c(OC)c1	-5.1	-8.3	-0.1	10.3	-4.8	-12.8	-0.2	-0.3	-4.5
CCCC(=O)C1=C(SCC)CC(C)(C)C(C(=O)OC)C1=O (stereo not drawn)	-2.1	-13.2	-3.1	5.9	-2.6	0.1	-0.8	-1.6	-3.8
Cc1c(C(=O)Nc2ccc3c4c(cccc24)CC3)cccc1[N+](=O)[O-]	-3.8	-15.1	-11.7	-1.2	10.0	-14.7	1.3	-0.8	-11.1
CCCS(=O)(=O)c1c(S(=O)(=O)CCC)c2c(C)cccn2c1C(=O)OC	20.0	-21.6	-7.1	-15.8	16.4	-0.5	3.9	6.0	-2.2
C/C(=N\OC(=O)c1c(-c2ccccc2Cl)noc1C)c1nccs1	-18.7	-18.6	-6.3	-9.0	10.0	33.9	-0.3	3.2	-4.4
COCC(=O)Nc1cc(OC)cc(OC)c1	-13.1	-8.5	-4.5	5.6	3.3	-19.4	-0.3	8.1	-2.0
CCN(Cc1ccccc1)S(=O)(=O)c1csc(C(N)=O)c1	-0.6	-4.7	-7.5	-15.5	15.4	-2.3	3.9	5.0	0.9
CCCN(CCC)CCCNC(=O)Cn1cnc2sc(C)c(S(=O)(=O)N3CCCCC3)c2c1=O	-16.9	-12.3	-2.1	-4.2	4.2	-11.4	-0.1	0.8	-11.7
CCOC(=O)c1c(CN2CCOCC2)n(C)c2cc(Br)c(O)c(CN(C)C)c12	9.9&-9.1	-20.1&-13.0	-2.1&1.3	2.8&-8.0	10.5&17.6	-10.4&-13.4	1.2&0.6	2.3&0.0	-5.6&-5.4
CS(=O)(=O)c1ccccc1-c1nnc(NC(=O)Cc2ccccc2)o1	-25.8	-0.1	-7.8	-11.9	-7.3	-8.4	-0.1	1.4	0.1
Cc1onc(-c2ccccc2)c1C(=O)N1CCN(S(=O)(=O)c2ccccc2C(F)(F)F)CC1	-1.1	0.3	-5.1	-14.6	-2.1	-7.4	0.6	0.7	-3.9
O=C(OC1CCN(c2ncc(C(F)(F)F)cc2Cl)CC1)c1cccc(C(F)(F)F)c1	-2.1	3.8	1.8	14.0	-5.9	5.7	6.3	8.5	-1.9
Cc1cccc(OCC(=O)NNC(=O)c2ccc([N+](=O)[O-])cc2)c1	7.0	-13.5	-0.1	-7.6	-3.2	-3.3	0.2	7.8	-3.1
CC(OC(=O)/C=C/c1ccccc1)C(=O)Nc1ccc2c(c1)OCCO2 (stereo not drawn)	-0.5	-6.3	3.7	-7.9	20.9	-18.1	0.2	0.6	-2.6
C#CCOC(=O)C(NC(=O)c1ccccc1)=C(C)C	2.2	-14.6	-9.0	-14.4	16.4	-11.0	0.6	5.5	-0.7
COCCNCC1C(Oc2ccc(Cl)cc2)C(=O)N1c1ccccc1C (stereo not drawn)	0.1	-17.6	-7.0	10.4	-8.0	0.8	-0.2	5.0	-2.0
Cc1cc(N2CCN(C(=O)c3ccco3)CC2)n2nc(C)nc2n1	-21.2	-7.7	-1.6	-8.2	-3.0	-17.4	0.1	0.6	-0.2
O=c1[nH]cnc(O)c1N=Nc1ccccc1	-1.4	-1.1	-1.5	17.8	-11.6	5.3	-0.3	-0.5	-3.2
Cc1ccc(-n2c(O)c(C=Nc3cc(C)on3)c3ccccc3c2=O)c(C)c1	-17.4	-41.0	-8.0	-13.9	22.5	-5.4	0.0	5.0	-13.6
O=C(Nc1nnc(CCN2CCCCC2)s1)c1ccc(Br)cc1	-23.3	-14.0	0.5	-17.1	25.2	22.2	0.5	7.4	-3.0
CC(NC(N)=O)C(=O)Nc1ccc(Cl)c(S(=O)(=O)Nc2ccc(Br)cc2)c1 (stereo not drawn)	-4.1	-1.2	-3.1	-12.4	11.3	-6.7	1.7	1.0	-7.5
Cc1nc2nc[nH]n2c(=O)c1CCC(C)C	-4.5	-9.3	0.9	-8.5	16.6	-24.5	0.2	0.6	0.6
O=C(COc1ccccc1Cl)Nc1ccc(CN2CCOCC2)cc1	1.9	1.9	-4.5	7.4	-13.8	-5.0	4.6	7.0	-3.1
CN1C(=O)CC(N2CCN(C(c3ccccc3)c3ccccc3)CC2)C1=O (stereo not drawn)	5.4	-5.4	-0.1	5.7	9.1	1.1	1.9	16.3	-5.4
Cc1cc(C)cc(NC(=O)C(c2ccccc2)N2CCN(CC(=O)NC3CC3)CC2)c1 (stereo not drawn)	-22.9	-14.4	-5.7	-11.9	6.1	-3.6	-0.3	1.5	-4.0
FC(F)(F)c1ccc(N2CCN(c3ncnc4c3nnn4Cc3ccccc3Cl)CC2)cc1	15.6	1.3	-2.9	2.2	0.1	1.8	0.7	-2.0	-2.1
Cc1ccc(CN2CCc3c(OCc4ccc(F)cc4)cccc3C2=O)cc1	27.2	-9.1	-9.6	-5.9	9.3	4.6	0.7	3.8	-4.6
Cc1cnc(NC(=O)[C@H](C)N2C(=O)C3CCCCC3C2=O)s1 (stereo partly drawn)	-2.2	8.6	2.5	-11.2	-3.3	-1.9	0.3	2.7	-3.4
COc1ccc(N2C(=O)CC(n3c(CCCCO)nc4ccccc43)C2=O)cc1 (stereo not drawn)	-6.4	-11.4	-7.2	-15.3	23.6	-8.2	0.8	15.2	-1.3
CCCCN1C(=O)c2ccc(C(=O)OCC(=O)NCCc3ccc(S(N)(=O)=O)cc3)cc2C1=O	-6.4	-5.7	-1.1	-11.6	15.6	2.5	0.0	2.8	-2.1
CN1C2CCC1CC(N(CCc1ccccc1)C(=O)c1ccc(Cl)cc1)C2 (stereo not drawn)	7.4	-12.2	-12.3	3.5	4.1	10.4	8.5	1.2	-7.4
CCOCc1cc(=O)[nH]c(SC)n1	-12.0	x	x	-14.2	9.7	-18.2	2.3	-0.2	-3.1
